Shn3 3UTR inh = inhibitors of Schnurri-3 3'UTR reporter in osteoblasts. Clone20 osteoblast Shn3 3'UTR firefly luciferase, 24 h. inhibition, % at 12.5 µM. 360,000 compounds, 0.52% hits. AID 588674;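 active means mean inhibition of at least 75% with every replicate also reaching 75%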;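 further: 0% = median of neutral control wells and 100% = pilot-screen positive control compound; some compounds past the cut are filed as inactive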
SRC3 inh = inhibitors of human steroid receptor coactivator 3 (SRC3) | Q9Y6Q9 | HEK293 GAL4-SRC3 luciferase reporter, luminescence | inhibition, % at 3.6 µM | 360,000 compounds, 0.17% hits | AID 588352;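 active means inhibition above a per-campaign cutoff, the mean of all compounds plus 3 SD, cut at about 60% in these data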;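 further: 0% = DMSO-treated cells and 100% = gossypol-treated cells at 36 µM; higher means less SRC3-driven luciferase light from the GAL4 reporter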
Target sequence (Q9Y6Q9 whole entry, looked up, the tested form may be a part): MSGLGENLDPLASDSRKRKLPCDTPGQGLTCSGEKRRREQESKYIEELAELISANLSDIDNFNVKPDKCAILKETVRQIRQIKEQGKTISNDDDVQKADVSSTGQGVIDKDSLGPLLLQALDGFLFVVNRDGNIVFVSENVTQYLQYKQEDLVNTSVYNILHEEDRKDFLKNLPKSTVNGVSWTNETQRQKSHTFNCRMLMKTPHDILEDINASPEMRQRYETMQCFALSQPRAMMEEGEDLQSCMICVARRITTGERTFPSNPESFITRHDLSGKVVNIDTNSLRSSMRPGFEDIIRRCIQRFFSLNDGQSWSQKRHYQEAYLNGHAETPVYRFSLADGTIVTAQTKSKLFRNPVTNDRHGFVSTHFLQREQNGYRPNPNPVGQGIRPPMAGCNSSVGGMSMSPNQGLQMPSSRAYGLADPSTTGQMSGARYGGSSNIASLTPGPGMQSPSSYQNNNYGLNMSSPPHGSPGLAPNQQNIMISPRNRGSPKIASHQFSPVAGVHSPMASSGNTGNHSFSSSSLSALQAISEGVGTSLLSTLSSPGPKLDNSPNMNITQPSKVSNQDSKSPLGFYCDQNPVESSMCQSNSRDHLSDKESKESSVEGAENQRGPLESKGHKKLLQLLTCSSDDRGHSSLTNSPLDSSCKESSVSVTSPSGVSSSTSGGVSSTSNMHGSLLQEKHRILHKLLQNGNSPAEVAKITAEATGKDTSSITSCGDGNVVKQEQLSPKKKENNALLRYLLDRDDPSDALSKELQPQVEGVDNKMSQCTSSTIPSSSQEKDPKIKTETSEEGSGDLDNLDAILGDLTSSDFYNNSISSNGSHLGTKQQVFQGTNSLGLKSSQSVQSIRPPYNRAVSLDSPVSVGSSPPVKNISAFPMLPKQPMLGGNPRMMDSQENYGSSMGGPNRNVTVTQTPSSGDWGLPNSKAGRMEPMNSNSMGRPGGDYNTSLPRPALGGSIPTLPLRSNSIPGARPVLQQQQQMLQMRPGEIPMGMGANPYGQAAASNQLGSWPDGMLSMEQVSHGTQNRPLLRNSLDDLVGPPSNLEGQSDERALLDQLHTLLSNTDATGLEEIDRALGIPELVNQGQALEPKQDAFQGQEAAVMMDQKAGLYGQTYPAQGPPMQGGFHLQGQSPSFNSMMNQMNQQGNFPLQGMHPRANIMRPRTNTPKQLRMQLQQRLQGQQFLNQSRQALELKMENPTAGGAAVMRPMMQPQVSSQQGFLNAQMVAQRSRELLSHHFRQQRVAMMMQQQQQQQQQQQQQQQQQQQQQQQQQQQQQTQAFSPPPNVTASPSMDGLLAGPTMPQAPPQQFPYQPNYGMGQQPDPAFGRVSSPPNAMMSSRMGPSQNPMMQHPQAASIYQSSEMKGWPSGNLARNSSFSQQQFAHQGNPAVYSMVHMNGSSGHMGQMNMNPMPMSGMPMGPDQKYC
TROY signal inh = blocks TROY-dependent signaling in reporter cells; Q293 LMP1-TROYcd NF-kB luciferase reporter, 4 h; inhibition, % at 10 µM; 360,000 compounds, 0.98% hits;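 active means compounds whose plate-normalised and pattern-corrected inhibition of the luciferase reporter signal at the single screening dose is 50% or more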
KKLEB tox = reduces viability of KKLEB cystic fibrosis airway cells; KKLEB CF airway cells viability, ATPlite luminescence, overnight; hits give low values; cells stimulated with P. aeruginosa culture filtrate; activity change (cytotoxicity), % at 5 µM; 360,000 compounds, 0.36% hits; AID 602141;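 active means corrected activity change at or below -50% at 5 µM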
TWEAK-Fn14 inh = blocks TWEAK-Fn14 interaction in a reporter cell assay; TWEAK-stimulated Fn14 reporter cells, luciferase luminescence, 8 h; 360,000 compounds, 2% hits; inhibition, % at 10 µM; in the data active means inhibition above about 50%
NCOA1 inh = human NCOA1 inhibition. Q15788. inhibition, % at 3.6 µM. HEK293 GAL4-SRC1 luciferase reporter, luminescence. 360,000 compounds, 0.12% hits;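 active means inhibition above the campaign mean plus 3 SD, with each screening campaign given its own cutoff, cut at about 60% in these data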;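 further: 0% = DMSO treated cells and 100% = gossypol at 36 µM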
COUP-TFII inh = inhibitors of human COUP-TFII (NR2F2); HEK293T NGFI-A luciferase reporter, luminescence; inhibition, % at 8.6 µM; 370,000 compounds, 0.7% hits;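 active means inhibition above a per-plate cutoff, mean inhibition of test wells between control levels plus 3 SD, cut at about 38% in these data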;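 further: cells cotransfected with COUP-TFII expression vector driving the NGFI-A reporter; 0% = median of COUP-TF2 test wells and 100% = reporter-only cells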
CF NFkB inh = cystic fibrosis NF-kB activation inhibition; KKLEB NF-kB-GFP reporter, PAF-induced, GFP fluorescence overnight; 360,000 compounds, 0.86% hits; inhibition, % at 5 µM;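 active means at least 50% inhibition at 5 µM, scaled per plate between neutral and stimulator controls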;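 further: PAF is a Pseudomonas aeruginosa culture filtrate used as stimulus; plate controls were PAF-stimulated DMSO wells for no effect and unstimulated DMSO wells for full effect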
EBV LMP1 NFkB = Epstein-Barr LMP1 NF-kappaB reporter inhibition; LMP1-induced NF-kappaB luciferase reporter cells, luminescence; inhibition, % at 12.5 µM; 350,000 compounds, 0.69% hits; AID 504558; in the data active means inhibition above about 41%;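 further: 0% = neutral control wells and 100% = reference inhibitor control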
LRH-1 inv ag = inverse agonists of human LRH-1 (NR5A2). O00482. HEK293T StAR-luciferase reporter, LRH-1 transfected, 24 h. inhibition, % at 3.6 µM. 360,000 compounds, 0.13% hits. AID 602396;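 active means inhibition above the mean inhibition of all tested compounds plus 3 SD, cut at about 73% in these data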;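 further: 0% = DMSO wells and 100% = reporter-only cells lacking LRH-1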
TRAIL sens C8 = sensitizes caspase-8 expressing cells to TRAIL | NB7+C8 cells + TRAIL, ATPlite viability luminescence | 360,000 compounds, 1% hits | inhibition (viability loss, TRAIL sensitization), % at 10 µM;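 active means compounds causing at least 50% loss of cell viability in the single-dose screen, relative to plate controls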
* hit, by the source's call; / = not tested or not shown. An excerpt, so the mix of outcomes need not match the whole.

The line under a structure holds: NCOA1 inh	KKLEB tox	TRAIL sens C8	CF NFkB inh	SRC3 inh	Shn3 3UTR inh	LRH-1 inv ag	EBV LMP1 NFkB	COUP-TFII inh	TWEAK-Fn14 inh	TROY signal inh
1	Cn1c(=O)c2c(nc(SCC(=O)N3CCCCCC3)n2C)n(C)c1=O
 : -0.8	12.1	5.3	-0.6	-6.6	-3.3	-1.6	3.1	5.8	8.2	1.1
2	O=C(NCc1cccnc1)C(=O)c1c[nH]c2ccccc12
 : -4.2	-6.2	-5.7	1.0	-15.3	10.7	22.9	-5.2	-19.9	5.0	-0.5
3	O=C(CNC(=O)c1ccc2c(c1)OCO2)N/N=C/c1cc(Br)ccc1O
 : -39.0	11.7	8.9	4.7	10.8	66.8	8.8	-5.7	0.8	-13.9	-3.7
4	Cc1c(C(=O)NC2CCCc3ccccc32)cccc1[N+](=O)[O-] (stereo unspecified)
 : 8.4	-1.9	3.2	-10.2	11.3	23.4	1.7	0.0	25.8	2.9	10.7
5	COc1ccccc1N1CCN(C2CCCN(C(=O)CCC(C)=O)C2)CC1 (stereo unspecified)
 : -38.0	-2.7	16.9	0.3	3.3	1.7	18.2	-2.4	16.5	-1.4	13.6
6	CCCN1C(=O)C(NS(=O)(=O)c2ccc(N)cc2)(C(F)(F)F)C(C(=O)OC)=C1C (stereo unspecified)
 : -10.6	5.9	-24.0	-11.4	-16.0	-21.3	10.1	-0.6	-8.0	-10.2	13.9
7	O=C(c1cc(=O)[nH]c2ccccc12)N1CC=C(c2ccccc2)CC1
 : -23.4	-13.4	13.0	4.5	4.0	-1.4	5.1	3.0	-6.8	8.8	12.5
8	CC1(C)Cc2ccccc2-c2nnc(-c3ccco3)n21
 : 15.2	-5.8	-16.6	1.8	6.2	4.3	25.5	-5.2	0.1	13.1	-8.4
9	CC(=O)Nc1sc(C)c(C)c1C(=O)OCC(=O)Nc1cc(S(C)(=O)=O)ccc1Cl
 : -24.2	7.4	-23.2	-13.0	-1.9	11.0	-5.8	7.2	5.3	-5.2	-0.5
10	COc1cc(OC)nc(Nc2nc(C(N)Cc3ccc(Cl)cc3)cs2)n1 (stereo unspecified)
 : -5.1	-10.6	32.7	11.8	6.6	33.0	-0.9	/	20.2	-36.5	-9.7
11	COc1cc(S(=O)(=O)N2CCCCCC2)c(OC)cc1Br
 : -5.4	-7.2	-8.1	10.7	16.5	9.1	11.6	-14.8	27.1	-25.5	15.2
12	Cn1c2ccsc2c2ncn(Cc3ccccc3F)c(=O)c21
 : -15.4	-0.2	-5.9	-5.2	-30.2	-3.4	-8.0	-1.2	-3.1	-8.5	-29.4
13	COc1cc(CN2C[C@@H](CO)O[C@@H](n3cnc4c(N5CCOCC5)ncnc43)C2)cc(OC)c1OC
 : -14.4	0.7	4.3	-18.1	-11.7	-38.4	0.2	/	2.6	-23.4	-18.1
14	FC(F)(F)c1nc(N2CCCC2)ncc1-c1nnnn1-c1ccc(Cl)cc1
 : 5.0	19.0	18.5	-13.8	17.6	56.5	11.9	-4.4	38.3*	19.2	23.9
15	COc1ccccc1CN1CC(C(=O)NCc2ccc(N3CCCC3=O)cc2)CCC1=O (stereo unspecified)
 : 0.7	3.3	12.9	-5.3	4.2	1.8	-17.1	-1.5	2.1	-0.3	8.9
16	COc1ccc(N2C(=O)CSC2c2ccc3c(c2)OCO3)c(OC)c1 (stereo unspecified)
 : -7.1	2.0	7.6	3.3	11.0	10.7	14.9	8.6	17.8	15.9	1.6
17	CC(C)(C)Cc1nc(-c2ccccn2)no1
 : -53.4	-8.6	-6.6	3.1	-23.6	-20.0	-38.6	-1.4	-22.5	4.7	2.3
18	Cc1nc2ccc(NC(=O)N3CCN(c4ccccn4)CC3)cc2s1
 : -3.9	-4.5	-4.2	12.1	-2.5	-3.5	-10.6	4.2	-5.1	-6.0	25.5
19	C=CCN(CC=C)CCOc1cccc2ccccc12
 : -5.5	8.0	3.2	1.9	10.3	8.8	13.7	-18.1	-3.4	13.6	-3.8
20	O=C(c1ccco1)N1CCN(Cc2cccc(F)c2)CC1
 : -3.1	-1.1	-11.9	8.8	15.2	/	-7.2	2.0	3.9	-8.3	-2.1
21	Cc1ccc(-n2c(SCC(=O)Nc3nccs3)nc3c(c2=O)SCC3)cc1
 : -21.2	-33.0	5.1	27.8	-0.4	28.7	1.9	-39.2	6.6	9.3	1.0
22	O=C(O)CCCNc1ccc([N+](=O)[O-])c(NCCCC(=O)O)n1
 : -22.2	-7.8	-14.0	-0.8	16.8	-9.6	19.6	0.7	13.0	19.2	3.2
23	COc1ccc(C(=O)NCc2nnc(SCC(=O)N3CCC(C)CC3)o2)cc1OC
 : 5.8	-10.1	-2.2	1.3	11.8	6.3	4.0	10.0	1.2	-19.5	-3.3
24	O=C(NCCc1ccc(F)cc1)c1ccc(S(=O)(=O)N2CCCC2)cc1
 : 7.5	-8.0	1.4	18.4	7.2	13.0	3.1	-5.4	1.0	10.0	2.3
25	O=NN(CCCl)C(=O)NCC1=C[N+](=O)CC=C1
 : /	/	-0.6	/	/	/	4.2	/	7.7	-9.8	13.0
26	C=CCNC(=S)Nc1ccc(Br)cc1F
 : -20.4	-0.5	7.6	2.2	-12.2	-53.4	-15.8	4.4	2.6	-10.5	-6.5
27	CN(C)CCCNCCCCNC(=O)/C=N/O
 : 0.3	3.1	-17.5	-6.6	-11.1	16.0	1.8	-5.3	-9.7	-8.9	9.6
28	CCOc1ccc(S(=O)(=O)N(C(=O)c2ccco2)c2cc3sc(=O)oc3c3ccccc23)cc1
 : -5.4	-9.6	8.5	51.5*	9.6	-32.5	-0.9	4.6	1.1	31.6	15.8
29	CCc1nnc(NC(=O)c2sc3nc4c(cc3c2N)CCCCC4)s1
 : -73.8	-2.4	36.3	-10.9	-48.6	-95.9	-113.7	-30.2	-67.1	-10.2	-27.3
30	COc1cccc(CNC(=O)CCC2CCCN(C(=O)c3ccoc3C)C2)c1 (stereo unspecified)
 : 16.9	5.0	-2.8	-6.7	-3.1	11.0	-0.5	4.2	-1.7	-6.1	-1.9

Reformatted with each value named: part of the list above.
27. CN(C)CCCNCCCCNC(=O)/C=N/O
  NCOA1 inh: 0.3
  KKLEB tox: 3.1
  TRAIL sens C8: -17.5
  CF NFkB inh: -6.6
  SRC3 inh: -11.1
  Shn3 3UTR inh: 16.0
  LRH-1 inv ag: 1.8
  EBV LMP1 NFkB: -5.3
  COUP-TFII inh: -9.7
  TWEAK-Fn14 inh: -8.9
  TROY signal inh: 9.6

28. CCOc1ccc(S(=O)(=O)N(C(=O)c2ccco2)c2cc3sc(=O)oc3c3ccccc23)cc1
  NCOA1 inh: -5.4
  KKLEB tox: -9.6
  TRAIL sens C8: 8.5
  CF NFkB inh: 51.5*
  SRC3 inh: 9.6
  Shn3 3UTR inh: -32.5
  LRH-1 inv ag: -0.9
  EBV LMP1 NFkB: 4.6
  COUP-TFII inh: 1.1
  TWEAK-Fn14 inh: 31.6
  TROY signal inh: 15.8

Remaining list, next part.
The line under a structure holds: NCOA1 inh	KKLEB tox	TRAIL sens C8	CF NFkB inh	SRC3 inh	Shn3 3UTR inh	LRH-1 inv ag	EBV LMP1 NFkB	COUP-TFII inh	TWEAK-Fn14 inh	TROY signal inh
31	CC(NC(=O)NCCCC(=O)O)(C(F)(F)F)C(F)(F)F
 : 9.7	-12.8	-5.5	-1.9	21.5	6.0	20.4	-0.6	5.4	-15.0	9.9
32	Cc1cc(C)nc(N2CCCC(C(=O)Nc3nnc(C(C)(C)C)s3)C2)n1 (stereo unspecified)
 : 2.5	1.6	-4.2	0.0	7.8	4.9	17.9	-4.8	-10.6	-4.2	7.8
33	C/C(=N\NC(=O)c1ccco1)c1ccc(C(=O)O)s1
 : -66.2	0.7	-15.6	-2.9	-68.5	6.5	-116.8	-11.0	-15.1	1.4	-19.4
34	Cc1ccc(C(=O)NCC(C)NC(=O)c2ccc(C)c(C)c2)cc1C (stereo unspecified)
 : 3.9	-10.6	1.5	12.1	11.9	3.1	1.7	-10.0	3.3	-11.4	-10.0
35	OC[C@@H]1[C@@H](c2ccc(F)cc2)C(c2cccc(Cl)c2)=NN1c1ccccc1
 : -15.9	-13.7	-0.4	33.0	-2.2	1.4	18.1	-1.2	3.3	6.7	0.0
36	CCN(CC(=O)N1CCN(Cc2ccccc2)CC1)S(=O)(=O)c1ccc(F)cc1
 : -47.0	17.6	-6.4	16.8	5.8	9.1	4.5	-1.5	13.7	15.7	6.4
37	O=C(C1COc2ccccc2O1)N1CCc2ccccc2C1 (stereo unspecified)
 : -24.4	-0.2	-12.5	11.5	12.6	-19.8	-38.9	-11.5	-12.8	-7.3	-42.7
38	CCCC(=O)Nc1ccc(Cl)c(NC(=O)c2cccnc2Cl)c1
 : 6.6	-0.8	-11.9	-15.1	7.1	-5.5	5.6	-4.2	6.0	5.3	-1.5
39	CCOC(=O)C1CCN(C(=O)c2ccc(OCC(=O)Nc3cccc(C(F)(F)F)c3)c(OC)c2)CC1
 : 24.6	-2.5	18.2	17.9	12.5	89.3*	32.6	25.7	65.7*	35.9	26.8
40	COC(=O)C1=C(C)N(CCc2c[nH]c3ccc(OC)cc23)C(=O)C1
 : -12.3	4.3	-5.3	14.1	-11.5	-7.2	-8.6	-14.2	13.3	9.4	8.4

Limited to Shn3 3UTR inh and TRAIL sens C8, for some of the entries so far:
nr | Molecule | Shn3 3UTR inh | TRAIL sens C8
33 | C/C(=N\NC(=O)c1ccco1)c1ccc(C(=O)O)s1 | 6.5 | -15.6
34 | Cc1ccc(C(=O)NCC(C)NC(=O)c2ccc(C)c(C)c2)cc1C (stereo unspecified) | 3.1 | 1.5
35 | OC[C@@H]1[C@@H](c2ccc(F)cc2)C(c2cccc(Cl)c2)=NN1c1ccccc1 | 1.4 | -0.4
36 | CCN(CC(=O)N1CCN(Cc2ccccc2)CC1)S(=O)(=O)c1ccc(F)cc1 | 9.1 | -6.4

Carrying on.
The line under a structure holds: NCOA1 inh	KKLEB tox	TRAIL sens C8	CF NFkB inh	SRC3 inh	Shn3 3UTR inh	LRH-1 inv ag	EBV LMP1 NFkB	COUP-TFII inh	TWEAK-Fn14 inh	TROY signal inh
41	COCOCCn1cc(CN2CCS(=O)(=O)N(Cc3ccc(-c4cccc(N(C)C)c4)cc3)C(CC(C)C)C2=O)nn1 (stereo unspecified)
 : 6.1	-1.0	11.5	6.3	7.5	-5.4	4.2	5.3	-19.2	9.8	-13.0
42	CCO/C(C)=C1\C(=O)N(CC)c2ccccc21
 : -6.1	-4.1	-5.1	-4.8	1.7	-10.5	-2.8	2.2	5.2	-0.3	-13.6
43	COC(=O)C1=C(C(=O)OC)[C@@H]2N(C)c3ccccc3[C@@]23C[C@@H](C(=O)OC)N(C(=O)CC(C)C)C3=N1
 : -20.1	17.5	-1.8	-13.0	-11.6	-9.8	5.3	2.5	11.8	-1.5	-4.2
44	O=C(c1ccc(Cl)cc1)c1cnc(-c2ccc(Cl)cc2)s1
 : -24.7	-3.5	-4.3	-8.3	-0.2	-82.9	12.4	-39.1	8.2	-13.6	-53.4
45	O=C(Cn1cnc2ccccc21)NCCCN1CCOCC1
 : -5.5	-0.1	5.7	-3.5	4.9	-6.2	-23.2	-2.2	-21.0	7.2	15.9

High-throughput results as filed in PubChem.
